# Source: PubChem BioAssay
# CAL PDZ FP-1 = untagged CAL PDZ binding inhibitors, primary screen, biochemical, fluorescence polarization, HTS; inhibition, % at 24.9 µM; AID 602252, 2012; purified CAL PDZ, TMR-peptide fluorescence polarization, 1 h; Golgi-associated PDZ and coiled-coil motif-containing protein (Homo sapiens), Q9HD26; 300,000 compounds, 0.92% hits;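 active = mean inhibition of at least 30% with at least half of replicates also reaching 30%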;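 also: 0% = DMSO neutral control and 100% = excess unlabeled competitor peptide PRC23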
# SR-BI DiI inh = inhibitors of SR-BI mediated HDL lipid uptake, primary screen, ldlA[mSR-BI] cells, fluorescence, single point. ldlA[mSR-BI] CHO cells, DiI-HDL uptake fluorescence, 3 h. inhibition, % at 12.5 µM. Scavenger receptor class B member 1 (Mus musculus), Q61009. 320,000 compounds, 0.96% hits;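 active = mean replicate inhibition of at least 70% and a set share of replicates each scoring 70 or more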;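 also: 0% = median of neutral control wells and 100% = median of positive control wells; values of inactives mirror those of a sister screen read the other way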
# MITF TRPM1 HTS = activators of MITF-driven TRPM1 promoter reporter, primary screen, cell-based, SK-MEL-5, luciferase, single point; 300,000 compounds, 0.75% hits; SK-MEL-5 TRPM1-promoter luciferase, 24 h; % of positive control, neutral wells = 0; activation, % at 12.5 µM; AID 588334, 2011;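 active = mean activation of at least 80% with every replicate also reaching 80%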;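 also: 0% = neutral control wells and 100% = parthenolide positive control wells; values of inactives mirror those of a sister screen read the other way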
# SR-BI uptake up = activators of SR-BI mediated DiI-HDL uptake, primary screen, ldlA[mSR-BI] CHO cells, DiI fluorescence. 320,000 compounds, 0.096% hits. activation, % at 12.5 µM. 3 h; 100 = double the neutral-control signal;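 active = mean replicate activation of at least 60% and every replicate at or above 60%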;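 also: 0% = median plate neutral-control signal and 100% = twice that signal; values of inactives mirror those of a sister screen read the other way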
#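 Assay system: CHO ldlA[mSR-BI] cells, LDL receptor-null, SR-BI overexpressing; medium: Ham's F12 with 0.5% BSA, HEPES 25 mM, pH 7.4; also added: DiI-HDL 10 µg/mL; timing: 3 h uptake period with compound, 37 °C; signal: DiI fluorescence, bottom read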
# CAL PDZ FP-2 = CAL PDZ peptide-binding inhibitors, primary screen, biochemical, fluorescence polarization, Cer-tagged CAL PDZ, HTS; 330,000 compounds, 0.02% hits; purified CAL PDZ, TMR-peptide fluorescence polarization, 1 h; inhibition, % at 20 µM; Golgi-associated PDZ and coiled-coil motif-containing protein (Homo sapiens), Q9HD26; AID 504414, 2011;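 active = highest replicate inhibition of at least 40%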;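 also: plate controls were DMSO neutral control wells for no effect and unlabeled competitor peptide control wells for full effect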
#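 System: tagged CAL PDZ domain. Schedule: 1 h room-temperature incubation prior to read. Signal: fluorescence polarization (mP). Measure: percent inhibition from loss of millipolarization.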
# dFosB act = activators of delta FosB homodimer, primary screen, biochemical, fluorescence polarization, TAMRA-CDK5 oligo, single point; Protein FosB (Mus musculus), P13346; AID 493131, 2011; activation, % at 25 µM; purified delta FosB; percent of positive-control signal above neutral wells; 340,000 compounds, 0.99% hits;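 active = mean activation above about 17%, with every replicate also reaching it, limit read from the data, passing the limit was not always enough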;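 also: fluorescence polarization rise as delta FosB binds a TAMRA Cdk5 AP-1 oligo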
# Target sequence (P13346 whole entry, looked up): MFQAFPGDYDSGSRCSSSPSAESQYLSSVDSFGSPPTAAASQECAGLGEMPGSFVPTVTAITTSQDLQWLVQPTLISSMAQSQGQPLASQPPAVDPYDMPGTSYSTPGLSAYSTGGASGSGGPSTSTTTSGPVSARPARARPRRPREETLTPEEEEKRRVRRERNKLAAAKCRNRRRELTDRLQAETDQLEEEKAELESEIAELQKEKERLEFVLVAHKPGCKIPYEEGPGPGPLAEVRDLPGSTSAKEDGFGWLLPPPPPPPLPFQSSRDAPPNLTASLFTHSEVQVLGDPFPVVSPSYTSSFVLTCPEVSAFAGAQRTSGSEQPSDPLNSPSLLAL
# NSD2 HMT inh = NSD2 histone methyltransferase inhibitors, primary screen, biochemical, AlphaScreen, single concentration, set 2; Histone-lysine N-methyltransferase NSD2 (Homo sapiens), O96028; NSD2 peptide methylation, 120 min; inhibition, % at 12.5 µM; 310,000 compounds, 0.54% hits; in the data active = inhibition above about 50%
# Rtt109 HAT inh = inhibitors of C. albicans Rtt109/Vps75 HAT, primary screen, biochemical, ThioGlo CoA-SH fluorescence, plate reader | 330,000 compounds, 0.16% hits | inhibition, % at 34.9 µM | Histone acetyltransferase RTT109 (Candida albicans (strain SC5314 / ATCC MYA-2876)), … | purified Rtt109/Vps75, 4 h;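 active = inhibition of at least 50% in every replicate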
# Target sequence (Q5AAJ8 whole entry, looked up): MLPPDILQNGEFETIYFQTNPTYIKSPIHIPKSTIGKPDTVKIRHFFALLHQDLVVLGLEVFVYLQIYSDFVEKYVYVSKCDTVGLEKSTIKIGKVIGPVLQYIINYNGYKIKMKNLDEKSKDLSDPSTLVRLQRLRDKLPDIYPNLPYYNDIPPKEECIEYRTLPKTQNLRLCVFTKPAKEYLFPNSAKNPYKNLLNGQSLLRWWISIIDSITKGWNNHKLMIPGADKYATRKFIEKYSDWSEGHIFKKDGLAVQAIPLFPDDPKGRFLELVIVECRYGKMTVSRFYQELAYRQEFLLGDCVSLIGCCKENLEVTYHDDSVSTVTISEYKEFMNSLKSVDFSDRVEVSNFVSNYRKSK
# PfHsp90 set2 = growth inhibition of PfHsp90-expressing yeast, primary screen, antimalarial PfHsp90 inhibitor project, S. cerevisiae, BacTiter-Glo luminescence, single point, set 2 | inhibition, % at 9.4 µM | AID 504621, 2011 | BacTiter-Glo ATP, 48 h; yeast lacking PDR1 and PDR3 efflux regulators | 310,000 compounds, 0.32% hits;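 active = every replicate shows inhibition above about 80%, whatever the replicate mean, limit read from the data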;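 also: 0% = DMSO neutral controls and 100% = 20 µM radicicol positive controls; yeast relying on Plasmodium falciparum Hsp90 in place of its own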
# PvdQ inh = P. aeruginosa PvdQ acylase inhibitors, primary screen, biochemical, fluorescence, plate reader and imaging, single point; AID 488965, 2010; 340,000 compounds, 0.063% hits; purified PvdQ acylase; PvdQ acylase [Pseudomonas aeruginosa LESB58]; inhibition, % at 10 µM; in the data active = inhibition above about 30%, passing the limit was not always enough;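 also: 0% = vehicle neutral wells and 100% = reference inhibitor wells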
# Numbers without * were called inactive; . = not tested or not shown.
SMILES,CAL PDZ FP-1,SR-BI DiI inh,MITF TRPM1 HTS,SR-BI uptake up,CAL PDZ FP-2,dFosB act,NSD2 HMT inh,Rtt109 HAT inh,PfHsp90 set2,PvdQ inh
COc1ccc([N+](=O)[O-])cc1NC(=O)Cc1noc2ccc(C)cc12,-2,35,-10,-35,-0.9,-4,2,-1,-46,-13
O=C(CSc1nc(O)c(Cc2ccccc2)c(=O)[nH]1)Nc1nc2c(s1)CCCC2,-4,12,-8,-12,-0.3,-7,4,.,-5,5
CCO[C@H]1OC(C(=O)Nc2ccccc2)=C[C@@H](c2csc3ccccc23)[C@@H]1CCCO,0,50,11,-50,0.7,-14,.,4,-14,-15
O=S(=O)(Nc1cc(S(=O)(=O)N2CCOCC2)ccc1Cl)c1ccccc1,-7,-4,2,4,-0.3,-1,-4,3,4,-11
CC(C)n1cnnc1SCC(=O)Nc1ccc(N2CCCCC2)cc1,0,-4,9,4,-0.1,-4,4,-1,-5,-7
CC(=O)NS(=O)(=O)c1ccc(N=c2ssc3c2-c2cc(C)c(C)cc2NC3(C)C)cc1,-7,2,1,-2,1.4,-3,6,7,-37,-3
Cc1ccc(C)c(N2CCN(C(=S)NC3CCCCC3)CC2)c1,0,25,-3,-25,-0.5,-3,.,2,-10,-18
COCCN(CC(=O)Nc1ccccc1C(F)(F)F)C(=O)/C=C/c1cc(Cl)c2c(c1)OCCO2,-5,31,6,-31,0.0,-2,-3,17,-14,11
COc1cc(OC)cc(-c2nnc(SCC(=O)N3CCCC3)o2)c1,.,8,11,-8,-0.4,-8,-4,-2,25,-10
Cn1c(N)c(C(=O)COC(=O)COc2ccc(Br)cc2)c(=O)n(C)c1=O,-6,-26,-6,26,-3.4,-12,3,7,4,-11
Cc1cc(C(F)(F)F)nc(SCC(=O)Nc2nccs2)n1,-3,-11,-9,11,-0.1,-6,-6,-11,0,-19
CC(C)c1c(C(=O)N/N=C/c2cccnc2)nnn1-c1nonc1N,0,-41,-2,41,-2.3,-8,-5,11,-1,10
Cn1c(SCc2ccccc2)nccc1=O,.,-20,3,20,0.2,-2,-8,-14,.,-16
Cc1nnc2sc(-c3ccc(N(C)C)cc3)nn2c1=O,-1,-12,109*,12,-0.7,-13,4,-1,12,-7
COc1ccc(C(O)P(=O)(OC(C)C)c2ccc(N(C)C)cc2)c(OC)c1 (configuration not stated),-2,-4,0,4,0.5,-1,-1,3,-7,-10
CCc1nc2ccccc2n1CC(=O)NC1CCS(=O)(=O)C1 (configuration not stated),-4,11,-3,-11,0.4,7,-2,-3,2,0
CCOC(=O)c1nn(-c2ccccc2)c2nnc(Cc3ccccc3)c(=O)n12,-1,11,-4,-11,-0.3,-2,11,-6,27,5
CC(=O)NC1CCC(=O)C=C1c1ccccc1 (configuration not stated),0,-13,5,13,0.2,0,2,3,-1,1
Cc1ccc(NC(=S)NCCc2ccc(F)cc2)c(C)c1,-2,7,-7,-7,0.1,-7,-5,2,31,-11
Oc1[nH]c2ccccc2c1N=NC(=S)NCC1CCCO1 (configuration not stated),-4,0,0,0,16,-3,-3,4,-25,-1
COc1cccc(NC(=S)N(Cc2ccc(C)cc2)Cc2ccccn2)c1,5,-36,0,36,-0.6,-4,36,-2,.,-2
CCCCOc1ccc(C(=O)N2CCC(C)CC2)cc1,-3,7,38,-7,-1.4,8,-3,1,10,-6
NS(=O)(=O)c1cccc(NC(=O)CC23CC4CC(CC(Br)(C4)C2)C3)c1,0,-7,8,7,-3.4,-1,20,-14,1,-2
CC(C)Oc1cccc(-c2cc(C(=O)N3CCN(c4ncccn4)CC3)c3ccccc3n2)c1,3,42,51,-42,-0.1,-6,0,-3,-15,-4
Cc1[nH][nH]c(=O)c1C(c1cc([N+](=O)[O-])ccc1O)c1c(C)[nH][nH]c1=O,-3,-5,-3,5,-2.0,-2,24,4,-12,-9
CC(=O)Nc1ccc(S(=O)(=O)NCc2nc(-c3cccc(C)c3)no2)cc1,-2,7,-5,-7,-2.5,-5,-1,0,-4,-20
COc1ccc(NC(=S)NNc2ccc(S(=O)(=O)Nc3ccccc3C(=O)O)cc2[N+](=O)[O-])cc1,0,.,1,.,-1.4,-8,.,47,-86,4
Cc1ccc(CCNc2ccccc2)c[n+]1[O-],-1,3,.,-3,.,-8,0,-5,.,-6
CC(=O)N1CCc2cc(C(=O)CN3CCN(c4ccccc4F)CC3)ccc21,.,17,.,-17,-0.8,-7,.,0,15,-9
N#Cc1ccc(-c2ccccc2)nc1SCCN1CCOCC1,-4,14,11,-14,-4.4,-29,1,2,6,-9

# Quoted at random: 2 compounds from above
SMILES,CAL PDZ FP-1,SR-BI DiI inh,MITF TRPM1 HTS,SR-BI uptake up,CAL PDZ FP-2,dFosB act,NSD2 HMT inh,Rtt109 HAT inh,PfHsp90 set2,PvdQ inh
COc1cccc(NC(=S)N(Cc2ccc(C)cc2)Cc2ccccn2)c1,5,-36,0,36,-0.6,-4,36,-2,.,-2
Oc1[nH]c2ccccc2c1N=NC(=S)NCC1CCCO1 (configuration not stated),-4,0,0,0,16,-3,-3,4,-25,-1

# Profiles, quoted from the list. Screens in order: CAL PDZ FP-1	SR-BI DiI inh	MITF TRPM1 HTS	SR-BI uptake up	CAL PDZ FP-2	dFosB act	NSD2 HMT inh	Rtt109 HAT inh	PfHsp90 set2	PvdQ inh
# `CCOC(=O)c1nn(-c2ccccc2)c2nnc(Cc3ccccc3)c(=O)n12` in the list: -1	11	-4	-11	-0.3	-2	11	-6	27	5
# `CC(C)n1cnnc1SCC(=O)Nc1ccc(N2CCCCC2)cc1` in the list: 0	-4	9	4	-0.1	-4	4	-1	-5	-7
# `Cc1ccc(C)c(N2CCN(C(=S)NC3CCCCC3)CC2)c1` in the list: 0	25	-3	-25	-0.5	-3	.	2	-10	-18
# `CCO[C@H]1OC(C(=O)Nc2ccccc2)=C[C@@H](c2csc3ccccc23)[C@@H]1CCCO` in the list: 0	50	11	-50	0.7	-14	.	4	-14	-15

# Later entries.
SMILES,CAL PDZ FP-1,SR-BI DiI inh,MITF TRPM1 HTS,SR-BI uptake up,CAL PDZ FP-2,dFosB act,NSD2 HMT inh,Rtt109 HAT inh,PfHsp90 set2,PvdQ inh
Fc1ccc(-c2nnn(Cc3ccccc3Cl)n2)cc1,9,-9,39,9,-1.3,1,-11,-5,-75,-6
COc1ccc(C2c3ccsc3CCN2C(=O)C(C)(C)C)cc1 (configuration not stated),-4,24,5,-24,-1.5,0,-3,1,-25,-15
CN(C)CCCNC(=O)C1CCNCC1,-1,-12,3,12,-0.7,-7,-4,-1,22,-18
COc1ccc(CN2CC(C(=O)NCc3ccccn3)CC2=O)cc1 (configuration not stated),-2,-12,3,12,-0.6,-11,-4,0,-45,-8
N#Cc1ccsc1NC(=O)C1CCN(C(=O)c2ccc(Cl)cc2)CC1,.,11,-17,-11,-0.7,-16,1,5,3,-16
CCC(C)[C@H](NC(=O)Nc1ccc(S(N)(=O)=O)cc1)C(=O)O (some centres not stated),-1,3,-2,-3,-3.5,-5,-3,-7,18,-8
C=C[C@](C)(CC[C@@]1(C)C(C)CC(OC2OC(C)C(OC3OC(COC(C)=O)C(O)C(O)C3O)C(O)C2O)[C@@]2(C)C(C)=CCCC12)OC1OC(C)C(O[C@@H]2O[C@@H](C)C(O)C(O)[C@H]2O)C(O)C1O (some centres not stated),-3,-7,-1,7,-1.0,4,.,18,-3,3
CCOc1ccc(/C=C/C(=O)CCC(=O)O)cc1,-2,-11,8,11,0.5,-4,0,-2,19,-22
CC1CC(C)CN(C(=O)COc2cccnc2[N+](=O)[O-])C1 (configuration not stated),-7,-13,-2,13,0.0,3,-1,-2,.,-6
O=C1NN(c2ccccc2)C(=O)/C1=C\c1ccccc1,8,-37,-4,37,-1.3,-4,3,2,-6,1
Cc1cccn2c(/C=N/OCc3ccc(F)cc3)c(-c3ccc(Cl)cc3)nc12,3,54,4,-54,.,-1,0,5,-24,6
COc1ccc(C(=O)N/N=C/c2ccc(N3CCOCC3)o2)cc1OC,-7,-19,9,19,-3.3,-1,1,-13,38,-9
NS(=O)(=O)c1cccc(NC(=O)CN2CCc3ccccc32)c1,-3,25,-7,-25,-3.2,-3,0,38,-19,-14
CC(C)CC(=O)C1=C(O)C(=O)N(Cc2ccccc2)C1c1ccccc1 (configuration not stated),0,-13,.,13,-0.4,4,-1,-3,3,-4
CCCC(=O)Nc1cc(C(=O)O)ccc1S(=O)(=O)c1ccc(C)cc1,2,-46,-4,46,-2.1,-5,0,-5,-4,-6
Cc1cc(C(=O)CCC(=O)N2CCN(S(=O)(=O)c3cccs3)CC2)c(C)s1,1,16,2,-16,-2.4,-11,-1,5,4,4
COc1ccc(-c2c(C#N)c(SCc3c(C)noc3C)nc3c2C(=O)CC(C)(C)C3)cc1,6,50,.,-50,-1.1,-4,2,0,-3,-13
C=CCSc1nnc2c(n1)OC(c1ccco1)Nc1ccccc1-2 (configuration not stated),-1,13,-14,-13,-0.5,-7,.,-6,-6,0

# By substructure, the entries above containing a furan ring, fused or not (two)
SMILES,CAL PDZ FP-1,SR-BI DiI inh,MITF TRPM1 HTS,SR-BI uptake up,CAL PDZ FP-2,dFosB act,NSD2 HMT inh,Rtt109 HAT inh,PfHsp90 set2,PvdQ inh
COc1ccc(C(=O)N/N=C/c2ccc(N3CCOCC3)o2)cc1OC,-7,-19,9,19,-3.3,-1,1,-13,38,-9
C=CCSc1nnc2c(n1)OC(c1ccco1)Nc1ccccc1-2 (configuration not stated),-1,13,-14,-13,-0.5,-7,.,-6,-6,0

# Rows are unselected; 4.3% or so of the library scored in one or more.
